BLM inh – Bloom syndrome helicase (human) inhibition; 350,000 compounds, 0.2% hits; recombinant BLM DNA unwinding, fluorescence dequenching; P54132; AID 2528; Potency, µM (top dose mostly 56.1 µM), without a hit: at the top dose activity change, negative = inhibition, usual class: inhibitors;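 further: plate controls were vehicle for no effect and no enzyme for full effect; nearly all actives have a fitted effect of over 35% in size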
G9a block – inhibitors of human histone lysine methyltransferase G9a; Q96KQ7; G9a H3K9 monomethylation, AlphaScreen, 2 h; Potency, µM (titrated, usually from 102 µM), for inactives: at the top dose activity, negative = inhibition, usual class: inhibitors; 350,000 compounds, 8.8% hits; AID 504332; further: on the % scale 0 is the no-effect control and ±100 the full control effect; nearly all actives have a fitted effect of over 75% in size
Target sequence (Q96KQ7 913-1193 limits assumed): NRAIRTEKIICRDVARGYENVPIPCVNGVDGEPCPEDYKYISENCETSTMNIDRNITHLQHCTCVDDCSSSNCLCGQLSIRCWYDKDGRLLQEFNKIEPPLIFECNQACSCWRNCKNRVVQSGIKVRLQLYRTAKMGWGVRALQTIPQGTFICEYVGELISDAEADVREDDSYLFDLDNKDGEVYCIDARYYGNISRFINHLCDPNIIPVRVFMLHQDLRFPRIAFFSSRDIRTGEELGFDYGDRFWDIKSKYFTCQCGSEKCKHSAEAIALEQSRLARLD
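Quantitative HTS format: methyltransferase activity on a biotin-tagged H3K9 peptide is measured by AlphaScreen, using a rabbit anti-monomethyl-H3K9 antibody with streptavidin donor and anti-IgG acceptor beads. Final levels are 20 nM enzyme, 500 nM peptide, 20 uM SAM; 2 h RT.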
BAZ2B inh – inhibitors of human BAZ2B bromodomain; Q9UIF8; AlphaScreen BAZ2B-H3K14Ac peptide displacement; Potency, µM (doses to about 114 µM), without a hit: top-dose activity change, negative = inhibition, most hits filed as inhibitors; 360,000 compounds, 4.4% hits; further: on the % scale 0 is the no-effect control and ±100 the full control effect; nearly all actives have a fitted effect of over 60% in size
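AlphaScreen displacement of biotin-H3(5-23)K14Ac peptide (50 nM final) from BAZ2B (50 nM final) in PBS pH 7.4, 0.01% Tween-20; complex preformed 30 min RT, then compounds (top 110 uM) 30 min RT, beads 20 min dark.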
POLB inh – blocks human DNA polymerase beta activity; 340,000 compounds, 1.3% hits; Potency, µM (titrated, usually from 114 µM), without a hit: at the highest dose activity change, negative = inhibition, usual class: inhibitors; Pol beta primer extension/strand displacement, fluorescence kinetic; P06746; further: on the % scale 0 is the no-effect control and ±100 the full control effect
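Pol beta (10 nM) and compounds were preincubated 15 min at room temperature, then 50 nM substrate (final) started primer extension/strand displacement. Reads were taken at 0 and 10 min; concentration-response data were fitted to a four-parameter Hill equation.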
Pol eta inh – inhibitors of human DNA polymerase eta. Q9Y253. recombinant Pol eta, fluorescent DNA replication assay. Potency, µM (titrated, usually from 114 µM), without a hit: at the highest dose activity change, negative = inhibition, actives largely listed as inhibitors. 390,000 compounds, 1.2% hits. AID 588591; further: on the % scale 0 is the no-effect control and ±100 the full control effect
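Pol eta (10 nM) was preincubated with compounds for 15 min at room temperature, after which fluorescent replication substrate (50 nM final) was added to start the reaction. Fluorescence was read kinetically at 0 and 10 min.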
Pol iota inh – inhibitors of human DNA polymerase iota; AID 588590; Q9UNA4; 390,000 compounds, 1% hits; Pol iota fluorescent replication assay, 10 min; Potency, µM (doses to about 115 µM), without a hit: at the top dose activity, negative = inhibition, hits mostly inhibitors
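Pol iota at 10 nM preincubated 15 min with compounds at room temperature; reaction started with fluorescent substrate, 50 nM final. Fluorescence read kinetically at 0 and 10 min; buffer-only wells as negative control.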
APEX1 inh – APE1 (human) endonuclease inhibition | P27695 | recombinant APE1, TAMRA/BHQ-2 abasic DNA cleavage fluorescence | Potency, µM (doses to about 65.8 µM), inactives show at the top dose activity change, negative = inhibition, hits mostly inhibitors | 350,000 compounds, 0.35% hits | AID 2517;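 further: plate controls were vehicle for no effect and reference inhibitor for full effect; nearly all actives have a fitted effect of over 55% in size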
Target sequence (P27695 whole entry, looked up): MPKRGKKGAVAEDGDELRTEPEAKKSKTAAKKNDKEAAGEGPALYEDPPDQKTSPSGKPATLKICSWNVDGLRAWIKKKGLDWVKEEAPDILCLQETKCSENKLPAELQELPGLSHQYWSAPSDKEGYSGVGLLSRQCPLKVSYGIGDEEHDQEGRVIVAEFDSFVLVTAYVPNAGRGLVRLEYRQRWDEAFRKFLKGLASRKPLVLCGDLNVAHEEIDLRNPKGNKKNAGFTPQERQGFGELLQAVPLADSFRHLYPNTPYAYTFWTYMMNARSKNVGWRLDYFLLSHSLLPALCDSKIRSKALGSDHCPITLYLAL
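0.75 nM APE1 + cpd, 15 min RT; start w/ 50 nM TAMRA/BHQ-2 THF-abasic dsDNA; kinetic fluor 525/598 nm ×3 reads @60 s; Δ(read3−read1); normalized to DMSO and NSC13755 control wells.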
Pol kappa inh – inhibitors of human DNA polymerase kappa. purified Pol kappa, fluorescent DNA synthesis assay, 10 min. Potency, µM (doses to about 107 µM), for inactives: at the top dose activity, negative = inhibition, usual class: inhibitors. 400,000 compounds, 0.53% hits. AID 588579; further: on the % scale 0 is the no-effect control and ±100 the full control effect
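Fluorescent qHTS in 1536-well format: enzyme (10 nM) and compound sat 15 min at room temperature before 50 nM substrate (final) was added. Signal taken at 0 and 10 min; no-enzyme buffer wells were negative controls.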
Anesthetic bind – binds horse apoferritin like a general anesthetic | AID 485281 | Potency, µM (doses to about 77.5 µM), inactives show at the top dose activity change, negative = displacement, usual class: inhibitors | apoferritin/1-aminoanthracene competitive binding, fluorescence | P02791 | 350,000 compounds, 0.074% hits; further: on the % scale 0 is the no-effect control and ±100 the full control effect; nearly all actives have a fitted effect of over 20% in size
Target sequence (P02791 2-175 limits assumed): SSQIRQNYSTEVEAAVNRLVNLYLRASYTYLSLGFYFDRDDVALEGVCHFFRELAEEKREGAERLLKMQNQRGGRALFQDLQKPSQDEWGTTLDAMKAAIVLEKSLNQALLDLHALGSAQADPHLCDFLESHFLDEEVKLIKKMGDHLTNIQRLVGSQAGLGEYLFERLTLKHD
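Apoferritin-based anesthetic binding model; compound displacement of fluorescent 1-AMA measured as endpoint fluorescence after 10 minutes at room temperature, scaled to free-ligand and complex controls.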
The depositor's hits bear a star; ? = inconclusive; · = no result given; ! = not active in a repeat; [ ] = remark or other dose. The call rests on the fitted dose curve; in most records, active means well fitted curve in the direction sought with a large enough effect; inconclusive means small, poorly fitted or top-dose-only effect, or another doubt; inactive means no such curve, though single readings can be large; an effect the other way counts as inactive or inconclusive. Potency means the concentration at half of the fitted maximal effect.

Structure,BLM inh,G9a block,BAZ2B inh,POLB inh,Pol eta inh,Pol iota inh,APEX1 inh,Pol kappa inh,Anesthetic bind
COc1cc2c(cc1OC)CN(C(=O)CCCN1C(=O)c3ccccc3C1=O)CC2,-7%,?,11%,27%,-12%,21%,-2%,-2%,-14%
COc1cc(OC)cc(C(=O)NCCSCc2ccc(Cl)cc2)c1,-8%,13%,0%,-16%,-13%,-7%,12%,-4%,-3%
O=C(Nc1cccc(-n2cnnn2)c1)c1cccc(Cl)c1,0%,12%,1%,24%,-2%,0%,17%,-1%,-13%
COc1ccc(N2CCN(C(=O)Cn3c(=O)[nH]c4ccccc4c3=O)CC2)cc1,1%,-1%,-11%,3%,·,·,-4%,·,-1%
CCOc1ccc(NC(=O)Nc2cc3c(cc2N2CCCCC2)n(C)c(=O)n3C)cc1,-8%,16%[59 µM],16%,-22%,-15%,36%[activator],·,0%,-6%
CCc1ccc(CNC(=O)c2ccc(CS(=O)(=O)Cc3cccc(C)c3)o2)cc1,-1%,7%[59 µM],1%,?,-8%,-11%,·,4%[60.1 µM],-13%
COc1ccccc1-n1nnnc1SCC(=O)Nc1ccccn1,-4%,27%[59 µM],27%,8%,-16%,-4%,-5%,-6%,-8%
CC(=O)Nc1ccc(Nc2ccc3nonc3c2[N+](=O)[O-])cc1,4%,-28%,-36%,-11%,-8%,12%,16%,-3%,-6%
O=C(O)c1cc(S(=O)(=O)NC(Cc2c[nH]c3ccccc23)C(=O)O)ccc1Cl (configuration not stated),5%,45µM*,-36%,?,-5%,10%,34%,4%,6%
CCOC(=O)N1CCC(N2Cc3cccc(C(=O)Nc4ccc(OC)c(OC)c4)c3C2=O)CC1,-2%,-20%,-4%,-1%,-20%,74%[activator],-3%,2%,-13%
COc1ccc(CCNC(=S)Nc2cccc(C)c2)cc1,-3%,7%,-25%,87%,-6%,5%,-1%,-3%,?
CCC(C)[C@H](NC(=O)N1CCCC1)C(=O)O (some centres not stated),-1%,22%[59 µM],9%,?,-6%,17%,0%,0%[60.1 µM],-5%
COc1ccc2cc(CCC(C)=O)ccc2c1,-11%,-2%[59 µM],3%,15%,-19%,21%,14%,-7%,3%
CNc1c(NS(=O)(=O)c2ccc(OC)c(Cl)c2)c(=O)oc2ccccc12,-3%,4%[59 µM],-11%,13%,-19%,53%[activator],28%,-7%,-4%
C=CCn1c(=O)c(C(=O)NCCNCC)c(O)c2ccccc21,2%,?,?,7%,-9%,1%,4%,13%,-8%
CCCCOc1ccc(-c2ncc([N+](=O)[O-])cn2)cc1,1%,-9%,-20%,-4%,-11%,-8%,2%,-7%,-2%
COCCNc1c(-c2ccc(O)cc2)nc2ccc(Cl)cn12,2%,-7%[59 µM],-6%,29%,-18%,24%,18%,-5%,128%[activator]
CCC(=O)N1c2ccccc2[C@@H](N(C(C)=O)c2ccccc2)C[C@H]1C,-2%,-2%[12.7 µM],-3%,-16%,-8%,9%,0%,-1%,-15%
CN(C)c1ccc(NC(=O)CC(NCc2cccnc2)C(=O)O)cc1 (configuration not stated),-1%,?,1%,13%,-14%,2%,·,2%,2%
CC(=O)Nc1ccc2c(CSc3nnc(-c4cccnc4)n3-c3ccc(C)cc3C)cc(=O)oc2c1,-4%,8.9µM*,?,5%,-6%,46%[activator],5%,-2%,-5%
COc1ccccc1N1CCN(C2CCCN(C(=O)Cn3cccn3)C2)CC1 (configuration not stated),-1%,20%,-22%,-18%,-11%,5%,34%,-13%,-3%
Nn1c(-c2ccc(O)cc2)nnc1-c1ccc(O)cc1,6%,1%,-15%,?,?,6%,1%,-15%,13%
O=C(NCC1CCN(S(=O)(=O)c2ccccc2)CC1)Nc1ccccc1,0%,-3%,-10%,1%,-14%,36%[activator],4%,-8%,-16%
COc1ccc(C(=O)NC(CC(C)C)C(=O)O)cc1 (configuration not stated),·,2%[0.501 µM],-3%,·,-16%,18%,51%[activator],19%,·
COc1cc(NC(=O)c2ccc(OC)c([N+](=O)[O-])c2)ccc1NC(=O)c1ccco1,0%,?,14%,3%,12%,23%,-4%,2%,-24%
O=C(NCC(=O)N1CCN(c2ccccc2)CC1)c1cccs1,-1%,·,-9%,10%,-8%,-7%,-6%,7%,-6%
CCCCOc1ccc(CNC(=O)c2cccc(NC(=O)N3CCSc4ncccc43)c2)cc1,-3%,?,-9%,2%,-10%,19%,·,-18%,?
Cc1nc(N)[nH]c(=O)c1CCC(=O)OCC(C)C,3%,3%[59 µM],9%,4%,-16%,-5%,?,-6%,6%
COc1ccccc1-[n+]1c(C)cc(/C=C2\Sc3ccccc3N2C)cc1C,10%,?,-2%,?,?,-12%,-11%,?,-18%
O=C(Nc1ccc2c(c1)OCCO2)c1cnn(-c2ccccc2)n1,·,9%[59 µM],10%,·,0%,4%,12%,-9%,·

Laid out differently: entries from further up.
CCC(=O)N1c2ccccc2[C@@H](N(C(C)=O)c2ccccc2)C[C@H]1C
  BLM inh = -2%; G9a block = -2%[12.7 µM]; BAZ2B inh = -3%; POLB inh = -16%; Pol eta inh = -8%; Pol iota inh = 9%; APEX1 inh = 0%; Pol kappa inh = -1%; Anesthetic bind = -15%
CN(C)c1ccc(NC(=O)CC(NCc2cccnc2)C(=O)O)cc1 (configuration not stated)
  BLM inh = -1%; G9a block = ?; BAZ2B inh = 1%; POLB inh = 13%; Pol eta inh = -14%; Pol iota inh = 2%; APEX1 inh = ·; Pol kappa inh = 2%; Anesthetic bind = 2%
CC(=O)Nc1ccc2c(CSc3nnc(-c4cccnc4)n3-c3ccc(C)cc3C)cc(=O)oc2c1
  BLM inh = -4%; G9a block = 8.9µM*; BAZ2B inh = ?; POLB inh = 5%; Pol eta inh = -6%; Pol iota inh = 46%[activator]; APEX1 inh = 5%; Pol kappa inh = -2%; Anesthetic bind = -5%
COc1ccccc1N1CCN(C2CCCN(C(=O)Cn3cccn3)C2)CC1 (configuration not stated)
  BLM inh = -1%; G9a block = 20%; BAZ2B inh = -22%; POLB inh = -18%; Pol eta inh = -11%; Pol iota inh = 5%; APEX1 inh = 34%; Pol kappa inh = -13%; Anesthetic bind = -3%

(cont.)
Structure,BLM inh,G9a block,BAZ2B inh,POLB inh,Pol eta inh,Pol iota inh,APEX1 inh,Pol kappa inh,Anesthetic bind
O=C(Nc1ccc(Cl)cc1)[C@@H]1[C@@H]2C(=O)N(c3cccc(F)c3)C(=O)[C@@H]2[C@H]2C=CC=NN21,-5%,8.9µM*,-28%,20%,-13%,172%[activator],-8%,-16%,-10%
O=C(CN1CCNC(=O)C1)NCCc1ccc(Cl)cc1Cl,-3%,1%,-11%,28%,-4%,29%,-2%,4%,-2%
CC(=O)c1cccc(NC(=O)c2cc3ccccn3n2)c1,-2%,-1%,9%,5%,-4%,7%,-2%,-5%,-10%
N[C@@H]1CONC1=O,1%,20µM*!,-5%,3%[57.1 µM],0%[57.1 µM],-1%[58.9 µM],0%,-2%[60.1 µM],-2%
S=c1[nH]nc(-c2ccco2)n1/N=C/c1ccc(Cl)cc1Cl,-8%,?,?,1%,-16%,-2%,3%,-8%,-16%
COc1ccccc1C(=O)NNC(=O)c1cccc(Cl)c1,-7%,·,-1%,10%,-12%,25%,16%,7%,-1%
CSc1nc2sc3c(c2c(=O)[nH]1)CCc1ccccc1-3,2%,23%,-4%,-7%,0%,-16%,?,-11%,-4%
O=C(/C=C/c1cn(CC(O)CN2CCCCC2)c2ccccc12)c1ccccc1 (configuration not stated),2%,?,?,-13%,-18%,34%[activator],?,-6%,-15%
CCCN1Cc2cccc(C(N)=O)c2C1=O,1%,-7%[59 µM],11%,28%,-14%,-2%,-3%,1%,-3%
O=C(NCc1ccccn1)c1cn(CCc2ccccc2)nn1,-3%,9%,12%,-10%,-6%,-3%,0%,4%,-10%
COc1ccc(S(=O)(=O)NNC(=O)c2csc(-n3nc(C)cc3C(F)(F)F)n2)cc1,-4%,?,-3%,-1%,-14%,15%,1%,-8%,1%
Cc1cccc(N2CCN(C(=O)N3CCOCC3)CC2)c1C,-1%,7%,-3%,-13%,1%,89%[activator],6%,-10%,6%
Cc1nc2ccc(NC(=O)c3ccc(Cl)c([N+](=O)[O-])c3)cc2s1,-8%,?,15%,-6%,-10%,15%,3%,1%,2%
COc1ccc(CN2CCCC(C(=O)Nc3cccc(-n4cccn4)c3)C2)cc1 (configuration not stated),-11%,-8%[0.0925 µM],-6%,-1%,-12%,-3%,-13%,-12%,-10%

Grouped by structure, those above containing an aryl thioether with sulfur outside any ring
Structure,BLM inh,G9a block,BAZ2B inh,POLB inh,Pol eta inh,Pol iota inh,APEX1 inh,Pol kappa inh,Anesthetic bind
COc1ccccc1-n1nnnc1SCC(=O)Nc1ccccn1,-4%,27%[59 µM],27%,8%,-16%,-4%,-5%,-6%,-8%
CC(=O)Nc1ccc2c(CSc3nnc(-c4cccnc4)n3-c3ccc(C)cc3C)cc(=O)oc2c1,-4%,8.9µM*,?,5%,-6%,46%[activator],5%,-2%,-5%
CSc1nc2sc3c(c2c(=O)[nH]1)CCc1ccccc1-3,2%,23%,-4%,-7%,0%,-16%,?,-11%,-4%

This is a subset; the hit share may differ from the screen's.
